# mec2-1: NCI yeast anticancer drug screen, S. cerevisiae mec2-1 strain; % growth inhibition at 50 µM; 9% of 79,000 active;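 note: 0% = growth of vehicle-only cultures of the same strain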
#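 mec2-1 yeast strain, carrying an alteration in DNA damage repair or cell cycle control, was exposed to compounds; growth inhibition was measured relative to vehicle-treated controls.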
# rad50: NCI yeast anticancer drug screen, S. cerevisiae rad50 strain. growth inhibition, % at 50 µM. 10% of 79,000 active;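 note: 0% = growth of vehicle-only cultures of the same strain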
#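 Inhibition values express reduced yeast growth in compound-treated cultures relative to vehicle-treated controls.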
# yeast cln2 rad14: NCI yeast anticancer drug screen, S. cerevisiae cln2 rad14 strain. growth inhibition, % at 50 µM. 8.3% of 78,000 active. AID 165, 2004;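 note: 0% = growth of vehicle-only cultures of the same strain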
#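 Each compound was tested on cln2 rad14 yeast. Inhibition of growth was calculated against vehicle-exposed controls.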
# mlh1 rad18: NCI yeast anticancer drug screen, S. cerevisiae mlh1 rad18 strain; growth inhibition, % at 50 µM; 11% of 79,000 active; AID 175, 2004;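 note: 0% = growth of vehicle-only cultures of the same strain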
#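 Compound-treated yeast growth, normalised to vehicle controls. Strain bears defined DNA repair mutations.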
# yeast bub3: NCI yeast anticancer drug screen, S. cerevisiae bub3 mutant strain | 9.9% of 78,000 active | growth inhibition, % at 50 µM;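 note: 0% = growth of vehicle-only cultures of the same strain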
#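 Part of a panel of yeast mutants defective in DNA damage repair or cell cycle regulation. Each strain is grown with compound, and inhibition is calculated relative to solvent-treated cultures.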
# yeast sgs1 mgt1: NCI yeast anticancer drug screen, S. cerevisiae sgs1 mgt1 strain. AID 161, 2004. 10% of 78,000 active. % growth inhibition at 50 µM;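 note: 0% = growth of vehicle-only cultures of the same strain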
#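 Percent growth inhibition was derived by comparing compound-exposed mutant yeast with vehicle-exposed cultures. The strain carries alterations in DNA damage repair.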
# An asterisk follows results filed as active; & = joins results of further samples. Cut-off read from the data, not from the text of the source: active = growth inhibition above about 70%; inactive = the rest. Not all compounds are listed; count on the stated rates, not on these rows.
# The line under a structure holds: mec2-1	rad50	yeast cln2 rad14	mlh1 rad18	yeast bub3	yeast sgs1 mgt1
> O=Cc1ccccc1O
  -2	29	-10	6	-6	12
> COC(=O)c1nc(-c2ccc3c(n2)C(=O)C(N)=C(OC)C3=O)c(N)c(-c2ccc(OC)c(OC)c2O)c1C
  7	58	26	47	23	36
> NC1CC2CCCCC2CC1(O)c1ccc(O)c(O)c1 (centres undefined)
  14	33	-6	32	-1	27
> CN1C2CCCC1CC(=O)C2
  -4	-10	-22	-11	-4	-19
> COc1ccc2c3c1OC1C(C)(O)C(O)CC4C(C2)N(C)CCC341 (centres undefined)
  -5	-4	9	14	4	-16
> [I][Hg][CH]1CCC2CCCC1O2 (centres undefined)
  100*	100*	99*	100*	99*	100*
> S=C=Nc1ccccn1
  3	10	8	22	31	22
> O=C(O)c1ccc(/C=C\c2cccc(S(=O)(=O)F)c2)cc1
  32	1	-12	27	38	13
> N#CCCCCCC#N
  13	18	11	-41	4	8
> S=C(N/N=C\c1cccc(I)c1)NC1CN2CCC1CC2 (centres undefined)
  3	19	15	14	3	14
> CCOc1ccc(Nc2nc(=O)[nH]c3ccccc23)cc1CN(CCCl)CCCl
  1	19	-19	22	1	10
> N[C@@H](Cc1ccccc1)C(=O)N1CCC[C@@H]1P(=O)(Oc1ccccc1)Oc1ccccc1
  -5	-4	-3	-32	4	-4
> Cc1cc(OCC(=O)N/N=C/c2ccc(N(CCCl)CCCl)cc2)c2c(=O)c3ccccc3oc2c1
  20	33	20	17	0	1
> COc1ccc2nc3ccccc3c(NCCCCCCN(CCCl)CCCl)c2c1
  79*	88*	86*	83*	48	81*
> Clc1ccc(C(Cl)(Cl)Cl)c(Cl)c1
  6	9	-16	20	18	-9
> C[N+](C)(C)CC1CCCc2ccccc2C1=O (centres undefined)
  86*	88*	81*	91*	88*	91*
> Cl[C](Cl)(Cl)[Hg][C](Cl)(Cl)Cl
  93*	90*	91*	90*	91*	93*
> CCc1cccc(C(C)C)c1NC(=O)C(=O)C1C(=O)NC(=O)NC1=O
  -12	-40	18	-31	-11	-9
> CCOC(=O)C12CCC(=O)C=C1CN(C)CC2 (centres undefined)
  0	-2	-17	1	-13	-3
> CC(=O)Oc1cccc2c1CC(C[Se]c1ccccc1)C(=O)O2 (centres undefined)
  36	70	25	74*	35	70*
> CC(CN(C)C)C(C#N)(c1ccccc1)c1ccccc1 (centres undefined)
  -42	-5	16	-19	-14	-29
> CCC(=O)N/N=C(\N)N[N+](=O)[O-]
  -7	-16	-84	-10	-3	-20
> O=CC(O)C(O)C1[O][Sb][O]C1CO (centres undefined)
  -2	1	-54	-9	-6	-4
> C#C[C@]1(O)CC[C@H]2[C@@H]3CCC4=C/C(=N/OC(=O)c5cccc6c(=O)c7ccccc7[nH]c56)CCC4[C@H]3CC[C@@]21CC (some centres undefined)
  -35	-16	23	-46	-29	-30
> [Se]C1=NCCN1
  92*	95*	78*	92*	84*	96*
> N#CC(C#N)=Cc1ccc(Cl)cc1
  -21&-2	9&14	-10&3	20&21	0&-8	20&8
> [C-]#[N+]C1CCCCC1.[C-]#[N+]C1CCCCC1.[Ni].[S-]c1ccccc1.[S-]c1ccccc1
  16	38	20	37	4	40
> CC(NC1=NCCO1)c1ccsc1 (centres undefined)
  13	22	15	-24	4	4
> OP(OCCCl)OCCCl
  3	-4	-4	-15	18	-12
> O=C(CCl)Oc1ccccc1Cl
  -5	-20	-43	-32	-24	-31

# In the list so far, 5 contain nitrogen in an aromatic ring:
# The line under a structure holds: mec2-1	rad50	yeast cln2 rad14	mlh1 rad18	yeast bub3	yeast sgs1 mgt1
> COC(=O)c1nc(-c2ccc3c(n2)C(=O)C(N)=C(OC)C3=O)c(N)c(-c2ccc(OC)c(OC)c2O)c1C
  7	58	26	47	23	36
> S=C=Nc1ccccn1
  3	10	8	22	31	22
> CCOc1ccc(Nc2nc(=O)[nH]c3ccccc23)cc1CN(CCCl)CCCl
  1	19	-19	22	1	10
> COc1ccc2nc3ccccc3c(NCCCCCCN(CCCl)CCCl)c2c1
  79*	88*	86*	83*	48	81*
> C#C[C@]1(O)CC[C@H]2[C@@H]3CCC4=C/C(=N/OC(=O)c5cccc6c(=O)c7ccccc7[nH]c56)CCC4[C@H]3CC[C@@]21CC (some centres undefined)
  -35	-16	23	-46	-29	-30

# (list continues)
# The line under a structure holds: mec2-1	rad50	yeast cln2 rad14	mlh1 rad18	yeast bub3	yeast sgs1 mgt1
> OCC(O)C(O)C(O)C1C[O][Sb][O]1 (centres undefined)
  4	1	-11	8	-3	8
> [Ni+2].[SH2+]C([SH2+])=Nc1ccccc1.[SH2+]C([SH2+])=Nc1ccccc1.c1ccc(C[P+](c2ccccc2)(c2ccccc2)c2ccccc2)cc1
  98*	98*	91*	98*	95*	98*
> COc1ccn(C)c(=O)c1C#N
  0	3	6	-2	2	-6
> Nc1ccccc1Nc1ccccc1C(=O)[O-].Nc1ccccc1Nc1ccccc1C(=O)[O-].[Zn+2]
  -7	-19	10	-8	-29	-15
> CN(C)C(=S)Oc1c(Cl)cc(Cl)cc1S(=O)(=O)F
  11	32	56	11	3	21
> Cc1cc(N(CCCl)CCCl)ccc1C=Nc1ccccc1F
  -5	8	-40	0	7	4
> Nc1nccnn1
  -12	14	-49	-14	-13	-16
> CNC1(c2ccc(F)cc2)CCCCC1
  -23	-16	8	-31	-14	-12
> O=C(c1ccc([N+](=O)[O-])cc1)C1NC1c1ccccc1 (centres undefined)
  -17	-24	-3	-16	22	24
> C[CH2][Sn]([CH2]C)([CH2]CC(=O)OC)[CH2]CC(=O)OC
  18	20	-11	-64	-24	1
> O=C(COc1ccc(Cl)c(Cl)c1)Nc1ccc[n+](Cc2ccc(Cl)cc2S(=O)(=O)F)c1
  0	-7	-28	-15	0	-20
> C[N+](C)(C)C1(c2ccccc2)CCCCC1
  3	6	8	-13	8	5
> O=C(O)C1C(C(=O)O)C2(Cl)C(Cl)=C(Cl)C1(Cl)C2(Cl)Cl.[Cd] (centres undefined)
  14	61	-15	19	-7	0
> CN(C)C(=O)Sc1ccc(Cl)cc1S(=O)(=O)F
  13	44	17	33	-1	26
> CCC(/C=C/C(C)C1CCC2C3CC=C4CC(OC(=O)Cl)CCC4(C)C3CCC12C)C(C)C (centres undefined)
  -24	-8	21	4	10	-16
> COc1cc2c[n+](C)c3c4cc5c(cc4ccc3c2cc1OC)OCO5 (tested in a mixture with another compound)
  -5&-11	4&8	-6&4	-7&-17	-1&-20	1&-4
> CCCCN1CCN(CCCC)[C@H]2CCCC[C@@H]21
  -13	-9	-10	-15	-3	4
> Cc1nc2ccccc2cc1C[N+]12CN3CN(CN(C3)C1)C2
  25	84*	20	68	42	47
> F[C](F)(F)[Hg][c]1ccccc1
  100*	99*	99*	99*	99*	100*
> COc1ccc2c(c1OC(C)=O)-c1cc(O)cc3c1C(C2)N(C(=O)CN(CCCl)CCCl)CC3 (centres undefined)
  5&9	6&20	-5&11	-30&-22	-8&22	-25&25
> Cc1ccc(S(N)(=O)=O)cc1 (tested in a mixture with another compound)
  8	15	11	13	29	9
> CC/C(=C/c1ccc(OC)cc1OC)[N+](=O)[O-]
  100*	99*	99*	99*	100*	99*
> O=NNc1cncc(NN=O)n1
  1	-38	-15	4	-5	-3
> C#[C][Sn]([CH2]CCC)([CH2]CCC)[CH2]CCC
  99*	99*	99*	99*	99*	99*
> O=C(CBr)OCC1CCCO1 (centres undefined)
  19	29	29	29	15	17
> ClC1CC2CC1C1CNCC21 (centres undefined)
  -15	-15	-16	-21	-1	-4
> COc1ccc(CCN(C)Cc2cccc(OC)c2OC)cc1OC
  -6	-17	-1	-2	-16	-4
> COc1ccc(C=O)cc1
  -10	42	-21	22	1	-8
> CCCCCCC(Cn1ccnc1)c1ccc(Br)cc1 (centres undefined)
  99*	98*	98*	92*	100*	96*
> COc1cc2c(c(OC)c1OC)CC1c3c(cc4c(c3-2)OCO4)CCN1C (centres undefined)
  -32	-6	14	-17	2	-18
> Cc1ccccc1-c1nc2ccccc2c(=O)n1C
  -33	24	16	-17	27	-20
> Cn1nnc(-c2nnn(C)n2)n1
  -12	-19	-15	-20	-16	-9
> COCC(Br)C(=O)OC (centres undefined)
  3	-8	-9	-3	-4	5
> N#CC(C#N)=Cc1cccc(Cl)c1
  12	25	23	24	19	4
> CC1(C)CC(C)(C)C2(OC3=C([Se]2)C(C)(C)CC(C)(C)C3=O)C(=O)C1=O (centres undefined)
  -6	34	18	11	-7	12
> COC([CH2][Hg])CN1C(=O)c2cc(C)c(C)cc2C1=O (centres undefined)
  100*	99*	98*	99*	99*	100*
> C=C[C@H]1CN2CC[C@H]1C[C@@H]2[C@@H](O)c1ccnc2ccccc12
  -41	-1	9	8	-8	-12
> CC1CN(Cc2ccccc2)C(=N)S1 (centres undefined)
  32	-8	-11	-22	2	-4
> CNC1=C(C)C(=O)C2=C(C1=O)C(COC(N)=O)C1(OC)C3NC3CN21 (centres undefined)
  53	59	61	84*	31	52
> CC1CN=C(Nc2cccc(F)c2)S1 (centres undefined)
  13	-6	33	-29	4	17
> NC(Cc1ccccc1)c1nccs1 (centres undefined)
  -27	-9	11	-3	-30	-8
> CN(N)/N=N/c1nc[nH]c1[N+](=O)[O-]
  -25	-12	5	-3	-12	-3
> CCCCCCCNC(=O)CBr
  26	44	5	46	41	33
> C[N+](C)(C)Cc1cccc([N+](=O)[O-])c1
  -6	-48	-41	13	-4	-4
> Nc1nc(N)c(-c2ccc(Cl)c(Cl)c2)c(CCc2ccc(CNC(=O)Nc3ccc(S(=O)(=O)F)cc3)cc2)n1
  34	57	26	85*	25	80*
> O=[As](O)(O)c1ccc(NCc2ccccc2)cc1
  -14	-3	1	1	-25	-29
> CCCC1(N2CCCC2)C(=O)NC(=O)N(CC)C1=O (centres undefined)
  -6	17	25	35	16	24
> NC1CC2CCCCC2CC1c1ccccc1 (centres undefined)
  19	15	12	18	-6	18
> Cn1cnc(N)c1C(=N)[Se]
  86*	97*	-54	81*	78*	13
> CC/C=C/c1cc2c(cc1O)CCC1C2CC[C@@]2(C)C1CC[C@@H]2O (some centres undefined)
  82*	78*	89*	91*	88*	89*
> Cc1ccc(C(=O)Nc2ccc(CP(=O)(O)O)cc2CP(=O)(O)O)cc1NC(=O)c1cccc(NC(=O)Nc2cccc(C(=O)Nc3cc(C(=O)Nc4ccc(CP(=O)(O)O)cc4CP(=O)(O)O)ccc3C)c2)c1
  -16	-1	-13	-1	24	-6
> NC(Cc1ccccc1)c1cccc2c1CCCC2 (centres undefined)
  -7	7	-22	41	24	-3
> CCCCSP(=S)(SCCCC)c1ccc(Cl)cc1
  9	31	18	14	19	14
> NNC(=S)NN
  4	5	-15	36	-3	2
> CC1=CC2C(C=C1)S(=O)(=O)N1CC21c1ccccc1 (centres undefined)
  -31	21	-8	-4	-21	-11
> CCCNC(Cc1ccccc1)c1ccccc1 (centres undefined)
  -9	-8	-10	-1	-1	3
> COP(=O)(OC)OC1C(=O)NC(=O)NC1=O
  0	12	14	18	7	-4
> COc1ccc(NC(=O)/C(=N/NC(N)=S)C2C(=O)NC(=S)NC2=O)c(OC)c1
  -4	-17	-22	-25	-9	-5
> O=C1NC(=S)NC(=O)C1=Cc1ccc([N+](=O)[O-])o1
  3	78*	17	64	4	48
> O=C1NC(=O)C(O)(C2=C(O)CCC2=O)C(=O)N1
  0	13	-26	10	14	5

# (continued)
# The line under a structure holds: mec2-1	rad50	yeast cln2 rad14	mlh1 rad18	yeast bub3	yeast sgs1 mgt1
> CC(Cl)(Cl)[N+](=O)[O-]
  -22	34	-60	21	-10	-8
> COc1cc2cc(c1Cl)N(C)C(=O)CC(OC(=O)C(C)C)C1(C)OC1C(C)C1CC(O)(NC(=O)O1)C(OC)/C=C/C=C(C)C2 (centres undefined)
  -10	-16	-23	-4	-21	-19
> C[n+]1ccc2ccccc2c1-c1c2ccccc2cc[n+]1C
  4	27	19	6	3	-3
> O=C1C(=O)c2cccc3cccc1c23
  30	64	-3	23	13	21
> CC1=NCCN=C(C)C1[N+](=O)[O-]
  11	7	1	24	3	39
> [Br][Sn]([CH]1CCCCC1)([CH]1CCCCC1)[CH]1CCCCC1
  99*	99*	99*	99*	98*	99*
> CCOC(=O)CC(N1CC1)N1CC1
  -3	3	5	-13	-7	6
> O=C1C(NCC(O)CO)=C(N2CC2)C(=O)C(NCC(O)CO)=C1N1CC1 (centres undefined)
  7	0	5	26	9	1
> CC(C)N(CCN(C)C(=O)C(O)(c1ccccc1)c1ccccc1)C(C)C
  -13	40	-13	7	-4	22
> Cc1cc2scc[n+]2c2ccccc12
  2	3	-5	-11	0	-5
> CC(C)COC(=O)Cc1ccccc1
  13	23	-30	25	-1	14
> CC(NC1=NCCO1)c1cccs1 (centres undefined)
  -2	12	26	-13	16	-20
> CCC(OC(=O)C1C(C=C(C)C)C1(C)C)c1cc2c(cc1Cl)OCO2 (centres undefined)
  -19	-8	-13	-21	-11	-7

# Screening results: PubChem, NCI
